Source: PubChem (several laboratories)
HTR5A ag ctr = HTR5A agonists in luminescence cell assay, primary screen, counter-screen for OPRM1-OPRD1 heterodimer agonist project, full-deck HTS | 5-hydroxytryptamine receptor 5A (Homo sapiens), P47898 | cell-based | activation, % at 9.3 µM | 0.61% of 340,000 active | AID 504692, 2011; in the data active means activation mostly above about 9.5%, no sharp cut-off; inactive means mostly below about 7.6%;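 further: 0% = cells with vehicle only and 100% = reference agonist; strong numbers were not always called active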
Target sequence (P47898 whole entry, looked up): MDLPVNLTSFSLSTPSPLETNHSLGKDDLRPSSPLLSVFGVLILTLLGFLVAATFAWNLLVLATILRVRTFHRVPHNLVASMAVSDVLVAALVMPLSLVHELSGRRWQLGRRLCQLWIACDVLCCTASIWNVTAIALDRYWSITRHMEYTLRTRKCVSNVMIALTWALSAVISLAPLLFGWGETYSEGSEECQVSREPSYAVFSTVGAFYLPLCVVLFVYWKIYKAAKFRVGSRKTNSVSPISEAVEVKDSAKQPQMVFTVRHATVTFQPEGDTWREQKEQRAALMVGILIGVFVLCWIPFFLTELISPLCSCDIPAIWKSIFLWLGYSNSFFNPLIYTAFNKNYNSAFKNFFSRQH
cardiac RTF act = cardiac RTF calcium sensitivity activators, primary screen, biochemical, IANBD-TnC fluorescence, EC20 calcium | Troponin I, cardiac muscle (Homo sapiens) + Troponin T, cardiac muscle (Homo sapiens) + … | IANBD-labeled TnC RTF fluorescence at EC20 calcium; 0% EC20 calcium, 100% full calcium | activation, % at 7.2 µM | 0.24% of 340,000 active | AID 493008, 2010;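 active means activation above the mean over all tested compounds plus 3 SD, cut at about 30% in these data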;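 further: rise in fluorescence read as greater calcium sensitivity of cardiac thin filaments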
OPRM1-OPRD1 ag = agonists of OPRM1-OPRD1 heterodimerization, primary screen, cell-based, luminescence; activation, % at 9.3 µM; Mu-type opioid receptor (Homo sapiens) + Delta-type opioid receptor (Homo sapiens), …; 0.3% of 340,000 active; cells; in the data active means activation above about 18%;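 further: 0% = vehicle-treated cells and 100% = reference agonist; values of inactives mirror those of a sister screen read the other way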
MOR-DOR inv ag = inverse agonists of MOR-DOR heterodimerization, primary screen, cell-based, luminescence; cell-based MOR-DOR heterodimer luminescence, inverse agonism; Mu-type opioid receptor (Homo sapiens) + Delta-type opioid receptor (Homo sapiens), …; inhibition, % at 9.3 µM; 0.21% of 340,000 active; AID 504357, 2011; in the data active means inhibition above about 22%, passing the limit was not always enough;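 further: 0% = cells with DMSO and 100% = wells without cells with DMSO; values of inactives mirror those of a sister screen read the other way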
RTF Ca sens inh = cardiac RTF calcium sensitivity inhibitors, primary screen, biochemical, IANBD-TnC fluorescence, EC70 calcium; Troponin I, cardiac muscle (Homo sapiens) + Troponin T, cardiac muscle (Homo sapiens) + …; IANBD-labeled cardiac RTF, Ca2+ fluorescence; inhibition, % at 7.15 µM; 0.12% of 340,000 active; AID 493244, 2011;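 active means inhibition above the mean inhibition of all tested compounds plus 3 SD, cut at about 17% in these data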;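 further: assay run at fixed EC70 calcium of 1.6 mM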
CAL PDZ FP = untagged CAL PDZ binding inhibitors, primary screen, biochemical, fluorescence polarization, HTS | purified CAL PDZ, TMR-peptide fluorescence polarization, 1 h | inhibition, % at 24.9 µM | 0.92% of 300,000 active | AID 602252, 2012;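 active means mean inhibition of at least 30% with at least half of replicates also reaching 30%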;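 further: 0% = DMSO neutral control and 100% = excess unlabeled competitor peptide PRC23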
V-ATPase pH = regulators of yeast V-ATPase proton pumping, primary screen, pHLuorin cytosolic pH fluorescence; AID 504577, 2011; 0.37% of 350,000 active; response, % at 10 µM; S. cerevisiae; in the data active means response mostly above about 7.3%, no sharp cut-off; inactive means mostly below about 5.4%; further: actives read high; inactives centre near 0; some compounds called inactive have numbers as strong as hits; reference of the scale not given here
Keap1 Nrf2 FP = Keap1-Nrf2 protein-protein interaction inhibitors, primary screen, biochemical, fluorescence polarization, single point. Kelch-like ECH-associated protein 1 (Homo sapiens), Q14145. Keap1 Kelch-Nrf2 peptide fluorescence polarization, 1536-well. inhibition, % at 9.4 µM. 0.15% of 340,000 active. AID 504523, 2011; in the data active means inhibition above about 12%;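 further: human Keap1 Kelch domain with fluorescein labeled Nrf2 9mer peptide probe; 0% = neutral control wells and 100% = peptide positive control; higher means more block of Keap1 binding to Nrf2 peptide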
Target sequence (Q14145 whole entry, looked up, the tested form may be a part): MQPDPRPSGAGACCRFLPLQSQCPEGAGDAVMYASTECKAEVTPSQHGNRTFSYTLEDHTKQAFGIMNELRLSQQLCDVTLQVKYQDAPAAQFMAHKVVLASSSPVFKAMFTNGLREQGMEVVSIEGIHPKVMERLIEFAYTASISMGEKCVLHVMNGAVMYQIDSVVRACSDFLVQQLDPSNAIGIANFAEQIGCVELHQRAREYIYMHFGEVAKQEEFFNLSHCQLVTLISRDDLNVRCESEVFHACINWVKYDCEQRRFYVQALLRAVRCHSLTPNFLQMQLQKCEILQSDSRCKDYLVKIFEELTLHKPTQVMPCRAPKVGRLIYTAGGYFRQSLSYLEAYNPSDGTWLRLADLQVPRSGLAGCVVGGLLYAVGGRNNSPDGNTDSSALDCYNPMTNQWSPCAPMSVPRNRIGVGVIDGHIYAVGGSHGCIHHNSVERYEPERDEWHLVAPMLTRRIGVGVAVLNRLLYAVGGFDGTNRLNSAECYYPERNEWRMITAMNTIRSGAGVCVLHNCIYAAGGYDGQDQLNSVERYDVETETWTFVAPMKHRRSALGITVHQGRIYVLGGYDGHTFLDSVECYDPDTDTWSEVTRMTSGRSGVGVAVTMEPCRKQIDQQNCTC
LANA DNA inh = inhibitors of KSHV C-LANA binding to DNA, primary screen, biochemical, fluorescence polarization, FAM-LBS DNA, MBP-C-LANA, single point; Kaposi's sarcoma herpesvirus LANA C-terminal domain (residues 932-1162) DNA binding; inhibition, % at 9 µM; 0.078% of 340,000 active; AID 504423, 2011;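 active means highest replicate inhibition at or above 60% at 9 µM, even if other replicates fall short; inactive means all replicates below 60% inhibition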;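 further: 0% = neutral control wells and 100% = 4 µM acridine orange control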
HTR5A inv ag = HTR5A inverse agonists in luminescence cell assay, primary screen, counter-screen for OPRM1-OPRD1 heterodimer inverse agonist project, full-deck HTS | HTR5A cell line, inverse agonism | inhibition, % at 9.3 µM | 0.083% of 340,000 active | 5-hydroxytryptamine receptor 5A (Homo sapiens), P47898; in the data active means inhibition mostly above about 23%, no sharp cut-off; inactive means mostly below about 18%;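 further: 0% = cells with DMSO and 100% = no-cell wells with DMSO; some compounds called inactive have numbers as strong as hits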
The depositor's hits bear a star; · = no result given; & = joins results of further samples. Compounds as they come, and some 2.8% of all compounds hit somewhere here.

SMILES	HTR5A ag ctr	cardiac RTF act	OPRM1-OPRD1 ag	MOR-DOR inv ag	RTF Ca sens inh	CAL PDZ FP	V-ATPase pH	Keap1 Nrf2 FP	LANA DNA inh	HTR5A inv ag
Cc1ccc(S(=O)(=O)/N=C2/NC(=O)/C(=C\c3cc(Br)cc(Br)c3O)S2)cc1	4	63*	-3.0	17	-92	-36	1	-74	-16	-16
CCOCc1c(C(=O)OCC(=O)Nc2ccccc2C(N)=O)oc2ccccc12	5	2	-3.1	13	-1	-5	1	-3	0.4	-11
CCc1ccc(-c2cc3c(=O)n(CC(=O)NCCCN4CCC(Cc5ccccc5)CC4)nc(C)n3n2)cc1	0	0	-1.4	8	4	-3	6	0	0.6	1
CC(=O)N=c1sccn1CC(O)c1ccc(Br)cc1 (stereo not drawn)	-1	-5	-1.0	6	0	-7	1	0	-1.2	-11
O=C(O)c1cc(-c2ccccc2)n(-c2ccccc2)n1	2	-3	-2.8	15	1	-1	3	-2	-2.0	4
O=C(Nc1cccc(S(=O)(=O)NC2=NCCC2)c1)c1cc(=O)[nH]c2ccccc12	6	2	-4.3	17	-6	-6	5	-3	-0.6	14
COc1cc(NC(=S)NNC(=O)CC(C)C)c(OC)cc1Cl	-3	-6	-1.9	14	-27	5	6	0	1.3	9
CCOc1ccc(/C=C2/C(=O)N(c3ccc(OC)cc3)C(=S)N2CC(=O)OC)cc1OCC	-1	5	-1.9	11	-5	-2	-3	5	0.4	2
CCOC(=O)N1CCN(C(=O)c2cn(CC)c3ccc(S(=O)(=O)N(C)C4CCCCC4)cc3c2=O)CC1	-5	-4	-3.0	16	1	-3	-3	-1	-0.8	20
CCOC(=O)Cn1nc(C)c(NC(=O)COc2ccc(C)c(C)c2)c1C	0	0	-3.5	18	-7	4	-1	2	-1.0	-23
COc1ccc(-c2sc(Nc3ccccc3)n[n+]2-c2ccc(F)cc2)c(C)c1C	4	-3	3.5	-20	-1	-1	9	-2	-0.3	-10
C[C@H](CO)N1C[C@H](C)[C@@H](CN(C)C(=O)NC2CCCCC2)Oc2c(NC(=O)Nc3ccccc3)cccc2C1=O	-6	6	-1.8	10	6	-10	2	-6	-1.7	-13
CC(C)Oc1ccc(C(=O)Nc2cccc3cccnc23)cc1	-2	-4	1.4	-8	-5	-4	-3	-5	-2.4	5
Clc1ccc(COc2ccccn2)cc1Cl	0	1	-0.4	2	-1	-4	-1	-4	1.1	-1
Nc1nonc1C(=O)N/N=C/c1cc(Br)ccc1O	·	·	·	·	·	0	2	-6	0.0	·
COc1ccc(NS(=O)(=O)c2cc(NC(=O)C3CCCO3)ccc2N2CCCCC2)cc1 (stereo not drawn)	-5	3	-2.5	12	4	2	1	-4	0.1	12
CCn1c(SCC(=O)N2CCOCC2)nnc1C(C)NC(=O)c1ccccc1 (stereo not drawn)	2	4	-5.7	19	-2	-1	4	-2	-1.2	33
CCc1ccc(C(=O)COC(=O)CCc2nc3ccccc3c(=O)[nH]2)cc1	1	4	0.3	-1	-4	-3	-1	2	-1.7	-14
CC1CCC(NC(=O)C(Cc2ccccc2)n2cccc2)CC1 (stereo not drawn)	2	-2	-2.1	11	-1	-5	-1	1	-0.7	-19
CC1CN(C(=O)C(c2ccccc2)c2ccccc2)CC(C)O1 (stereo not drawn)	2	-1	-1.1	5	-10	-4	1	4	-0.8	10
CC(=O)Nc1cc(NC(C)=O)cc(C(=O)NC(C)(C)C)c1	-1	4	-1.4	7	7	0	-3	-3	-2.8	11
CCOc1cc(C(=S)N2CCCCC2)ccc1OCC(=O)NCc1ccccc1	3	-2	-1.6	9	-10	-1	-1	3	-1.8	1
CCc1ccccc1N(CC(=O)N1CCN(c2ccccc2)CC1)S(C)(=O)=O	1	4	-0.6	3	-10	2	-2	-4	0.7	0
O=C(OCC(=O)N1CCN(C(=O)c2ccco2)CC1)c1ccc(Cl)cc1	4	-6	-3.2	13	-6	-4	1	-2	0.3	-11
COc1cccc(-c2sc3ccccc3c2-c2ccc(OCCN3CCCC3)cc2)c1	16*	-10	9.8	-53	9	1	4	-5	-2.9	-54
Cc1c(Cl)cccc1NC(CC(=O)c1ccccc1)C(=O)O (stereo not drawn)	0	0	-1.2	7	10	-4	1	-4	-0.4	-5
CCOc1ccc(CN2CCN(CC3CC3)CC2CCO)cc1 (stereo not drawn)	-3	-10	0.1	-1	-1	-6	0	-1	2.5	11
COc1ccc(C(=O)NCC(=O)OCC(=O)NCc2ccco2)cc1	6	4	-1.6	7	-8	43*	4	3	-1.8	-16
Cc1cccc(C(=O)N[C@H](C(=O)Nc2ccc(C)c(S(=O)(=O)N3CCOCC3)c2)C(C)C)c1	-2	-8	-1.6	8	-1	-10	0	-6	-1.6	8
Cn1c(Br)nc2c1c(=O)n(Cc1ccccc1)c(=O)n2C	7	-1	-3.6	18	-4	-2	-2	1	2.2	-19
COc1ccc(N2CCN(C(=O)c3oc4ccccc4c3NC(=O)Cc3ccc(OC)c(OC)c3)CC2)cc1	-2	0	-2.3	11	-7	15	-1	1	-0.4	7
COc1cc(Br)cc(/C=N/NC(=O)Cc2ccccc2)c1O	1	2	1.8	-9	-9	-2	1	-2	0.3	-22
CS/C(=N\S(=O)(=O)c1cccs1)NC(=O)CSc1nc2ccccc2s1	4&-1	2&0	1.4&-1.5	-7&6	-12&-5	0	-4&3	-2&0	1.3&2.3	-15&7
Fc1ccccc1-c1nc(-c2ccc(-c3nn[nH]n3)cc2)no1	6	-1	0.4	-2	0	-18	-9	-1	0.8	-16
O=C(CN1C(=O)NC2(CCCC2)C1=O)OCc1ccccc1	-2	4	-2.6	10	-1	9	2	1	0.9	-6
COc1ccccc1/C=C1/SC(=O)N(CCC(=O)Nc2ccc(S(=O)(=O)Nc3nccs3)cc2)C1=O	5	0	-0.4	2	-2	-2	-2	-1	1.7	-14
CCO[C@@H]1OC(C(N)=O)=C[C@H](C2CCCCC2)[C@H]1CCCO	5	6	-2.2	12	1	-3	-1	-2	-0.2	-2
CCN1CCN(C(=S)NCCOC)CC1	7	0	-3.1	14	5	-1	-2	2	-0.8	-10
Cc1ccc(C(=O)Nc2ccc(N3CCN(C)CC3)cc2)cc1	2	-5	-2.8	13	0	-5	-5	-7	1.9	-8
O=C(Nc1ccc(NC(=S)NC(=O)C(c2ccccc2)c2ccccc2)cc1)c1ccccc1	7	0	4.3	-18	1	-4	4	2	1.8	7
COc1ccc(/C=N/c2oc(-c3ccccc3)cc2C#N)cc1OC	-3	-2	-0.8	4	-1	-2	-1	-2	-1.2	9
CC(C)(C)n1nnnc1C(c1ccc(C(F)(F)F)cc1)N(Cc1ccc(F)cc1)Cc1ccco1 (stereo not drawn)	2	1	-0.4	2	-1	0	1	-4	-0.7	2
CCOc1ccc(NC(=O)CN(C)CC(=O)NC2CCCc3ccccc32)cc1OCC (stereo not drawn)	3	5	-1.8	10	-3	40*	2	-4	-0.8	-5
COCCNc1nc(-c2cc(-c3ccc(Cl)cc3)on2)cc(C(C)C)n1	3	1	1.8	-10	5	1	1	-4	2.9	-18
C/C(=N\NC(=S)NCc1ccccc1)c1ccccc1	-1	-3	1.6	-11	6	1	1	-2	0.6	1
CCNC(=O)CON=C1c2ccccc2-c2ccccc21	4	14	1.3	-6	10	-2	-2	-7	-0.2	6
Cc1ccc(C)c(-c2nnc(NC(=O)Cc3ccccc3)o2)c1	0	-5	1.6	-8	2	-7	0	-4	0.7	10
Cc1ccc(CNc2nc3ccccc3n2C)cc1	-3	-1	-1.3	7	3	-7	2	-1	2.3	20

Arranged by the number under CAL PDZ FP (ascending): three of the compounds above.
| SMILES | CAL PDZ FP |
| --- | --- |
| Cc1ccc(CNc2nc3ccccc3n2C)cc1 | -7 |
| Cc1ccc(C(=O)Nc2ccc(N3CCN(C)CC3)cc2)cc1 | -5 |
| COc1ccc(/C=N/c2oc(-c3ccccc3)cc2C#N)cc1OC | -2 |

(listing goes on)
SMILES	HTR5A ag ctr	cardiac RTF act	OPRM1-OPRD1 ag	MOR-DOR inv ag	RTF Ca sens inh	CAL PDZ FP	V-ATPase pH	Keap1 Nrf2 FP	LANA DNA inh	HTR5A inv ag
Cc1cc(C)n(C(=O)/C=C/c2cccs2)n1	0	-2	4.3	-22	-14	·	7	1	-2.8	3
Fc1ccccc1CSc1nc2ncc(Br)cc2[nH]1	-3	2	3.1	-15	-9	-1	2	-2	0.7	7
CC(C)(C)c1ccc(C(=O)NCC(=O)N/N=C/c2cccs2)cc1	-2	-2	-3.1	16	-7	-8	-1	-1	-0.1	6
COc1ccc(Cc2nn3c(-c4cc(OC)c(OC)c(OC)c4)nnc3s2)cc1	-3	3	-2.1	12	-8	-9	3	-1	-0.6	-2
Cc1nc2sc3c(c2c(=O)o1)CCCC3	6	-2	-1.2	6	0	·	0	0	1.0	-8
COc1ccc(/C=N\NC(=S)SCN2C(=O)C3CCC(C)(C2=O)C3(C)C)cc1 (stereo not drawn)	1	-5	4.5	-24	-10	0	-1	2	0.9	7
Nc1cc(=O)nc(SCC(=O)NCc2ccccc2)n1CCc1ccccc1	5	7	2.3	-14	-2	-5	4	-6	-0.6	-9
Cn1ccsc1=NC(=O)c1cc(S(=O)(=O)N2CCOCC2)ccc1F	0	0	-1.3	9	-4	·	-4	-1	1.0	0
COc1ccccc1CN1CCNC(=O)C1CC(=O)NCCc1cnccn1 (stereo not drawn)	-4	1	-1.2	6	-19	-1	12	4	0.7	-20
CC[C@H](C)[C@@H]1NC(=O)c2cc([N+](=O)[O-])cc(F)c2OCC[C@@H](C(N)=O)NC(=O)[C@H](CCCCN)NC1=O	10	-2	-1.3	8	4	-2	-6	-4	0.6	-29
O=C(N/N=C1/CCS(=O)(=O)c2ccc(F)cc21)c1cccnc1	1	2	0.0	0	-5	·	1	-4	-0.9	-12
c1csc(-c2nc(N3CCOCC3)c3ccccc3n2)c1	-3	-7	1.0	-7	9	6	0	-1	1.0	-16
CCC1(C)NC(=O)N(CC(=O)Nc2sc3c(c2C(N)=O)CCC3)C1=O (stereo not drawn)	-6	0	-0.6	4	-18	-4	4	0	-0.5	12
CC1CCCCN1C(=S)NCc1ccccc1 (stereo not drawn)	1	4	-2.1	13	-7	3	-1	-1	-1.0	-4
Cn1c(=O)n(CC(=O)Nc2ccc(F)cc2)c2ccccc21	·	6	·	·	-5	·	5	0	-0.8	·
